# IDE cell activ: human IDE activators in live cells, primary screen, fluorescence polarization, HEK cells, FAbeta-B substrate; Insulin-degrading enzyme (Homo sapiens), P14735; FAbeta-B cleavage; 0% vehicle, 100% cell-free pure enzyme wells; activation, % at 5.96 µM; hit rate 0.073% among 340,000;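 active = activation above the mean of all tested compounds plus 3 SD, set per screening campaign, cut at about 17% in these data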
# VIM-2 inh: VIM-2 metallo-beta-lactamase inhibitors, primary screen, biochemical, epi-absorbance readout, Pseudomonas aeruginosa enzyme; purified VIM-2, nitrocefin hydrolysis, epi-absorbance fluorescence; inhibition, % at 5.6 µM; hit rate 0.89% among 290,000;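 active = inhibition above the mean of all tested compounds plus 3 SD, cutoff set per screening run, cut at about 7.5% in these data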;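 note: red hydrolysis product quenches plate fluorescence so inhibitors raise well fluorescence; 0% = enzyme with DMSO and 100% = DMSO without enzyme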
# GPR7 antag: GPR7 receptor antagonists, primary screen, cell-based, fluorescence, single concentration; GPR7-expressing cells, fluorescence antagonist assay; inhibition, % at 4.4 µM; hit rate 1.1% among 290,000; AID 1861, 2009; in the data active = inhibition above about 16%, passing the limit was not always enough;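 note: cells stimulated with the agonist NPW; 0% = agonist with vehicle and 100% = vehicle without agonist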
# NALP1 inh: NALP1 inflammasome inhibitors in reconstituted yeast, colorimetric, S. cerevisiae, triplicate retest | S. cerevisiae NALP1/ASC/caspase-1 growth, X-gal OD620, 72 h | inhibition, % at 10 µM | hit rate 0.61% among 280,000 | AID 2071, 2009; in the data active = inhibition mostly above about 24%, no sharp cut-off; inactive = mostly below about 32%; note: some compounds called inactive have numbers as strong as hits
# p-CIP stab down: p/CIP-EGFP fusion destabilizers, primary screen, fluorescence, F442A cells. hit rate 0.01% among 290,000. 16 h. Q05BA5. decrease of EGFP signal, % at 10 µM;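 active = EGFP signal decrease of at least 30% at 10 µM or well 3 SD below plate mean, unless failing retest; inactive = the rest, including hits failing retest or dose response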; note: some compounds called inactive have numbers as strong as hits; many of its hits are not listed in these tables
# Target sequence (Q05BA5 1-1403): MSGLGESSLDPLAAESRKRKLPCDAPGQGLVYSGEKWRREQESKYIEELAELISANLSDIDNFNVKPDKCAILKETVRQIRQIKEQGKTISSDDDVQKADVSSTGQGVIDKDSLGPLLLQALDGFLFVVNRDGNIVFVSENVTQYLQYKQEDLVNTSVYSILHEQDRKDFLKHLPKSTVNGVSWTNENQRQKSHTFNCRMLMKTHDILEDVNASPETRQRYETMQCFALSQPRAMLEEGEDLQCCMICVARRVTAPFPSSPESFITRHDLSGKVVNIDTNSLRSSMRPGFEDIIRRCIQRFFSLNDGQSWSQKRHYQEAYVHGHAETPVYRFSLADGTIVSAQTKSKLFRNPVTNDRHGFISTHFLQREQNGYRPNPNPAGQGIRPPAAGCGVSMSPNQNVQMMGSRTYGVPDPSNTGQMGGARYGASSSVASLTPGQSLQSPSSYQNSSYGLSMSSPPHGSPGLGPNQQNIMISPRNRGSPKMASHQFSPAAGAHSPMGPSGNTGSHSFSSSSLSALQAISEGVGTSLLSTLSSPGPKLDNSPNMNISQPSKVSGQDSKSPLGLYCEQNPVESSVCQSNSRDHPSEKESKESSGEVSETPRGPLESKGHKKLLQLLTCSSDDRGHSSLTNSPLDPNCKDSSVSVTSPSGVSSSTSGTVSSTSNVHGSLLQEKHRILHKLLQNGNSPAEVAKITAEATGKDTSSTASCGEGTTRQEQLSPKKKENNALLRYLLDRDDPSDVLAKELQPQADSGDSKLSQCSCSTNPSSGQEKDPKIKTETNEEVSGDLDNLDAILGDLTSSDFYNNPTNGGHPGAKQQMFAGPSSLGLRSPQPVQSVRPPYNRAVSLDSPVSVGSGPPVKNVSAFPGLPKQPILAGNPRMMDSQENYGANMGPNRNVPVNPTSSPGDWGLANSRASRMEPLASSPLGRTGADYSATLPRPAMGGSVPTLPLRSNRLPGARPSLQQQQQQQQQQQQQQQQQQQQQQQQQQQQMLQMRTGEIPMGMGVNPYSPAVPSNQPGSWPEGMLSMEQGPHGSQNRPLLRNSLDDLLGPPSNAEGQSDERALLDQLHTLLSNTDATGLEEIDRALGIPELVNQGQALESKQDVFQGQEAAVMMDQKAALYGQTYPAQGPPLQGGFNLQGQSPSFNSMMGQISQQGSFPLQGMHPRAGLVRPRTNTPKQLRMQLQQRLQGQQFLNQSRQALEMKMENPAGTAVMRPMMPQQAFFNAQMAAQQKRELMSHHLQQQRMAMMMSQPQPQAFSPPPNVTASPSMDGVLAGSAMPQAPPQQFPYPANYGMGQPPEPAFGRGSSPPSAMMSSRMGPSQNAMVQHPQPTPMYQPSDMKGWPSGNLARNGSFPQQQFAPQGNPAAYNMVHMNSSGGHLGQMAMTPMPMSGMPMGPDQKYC
# PHOSPHO1 block: PubChem AID 1565; Phosphoethanolamine/phosphocholine phosphatase (Homo sapiens), Q8TCT1; recombinant PHOSPHO1, absorbance phosphatase assay; inhibition, % at 13.3 µM; hit rate 1.1% among 290,000; in the data active = inhibition above about 60%
# IDE inh: human IDE inhibitors in live cells, primary screen, fluorescence polarization, HEK cells, FAbetaB substrate; FAbetaB cleavage; inhibition, % at 5.59 µM; hit rate 0.41% among 320,000;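 active = percent inhibition above the average of all tested compounds plus 3 SD, set per screening campaign, cut at about 16% in these data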;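 note: IDE supplied by intact live HEK cells; FP after avidin binding of uncleaved biotin substrate so inhibition keeps polarization high; 0% = DMSO wells and 100% = 60 µM reference IDE inhibitor Ii1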
# IMP-1 inh: IMP-1 metallo-beta-lactamase inhibitors, primary screen, biochemical, epi-absorbance readout, Pseudomonas aeruginosa enzyme | metallo-beta-lactamase IMP-1 (Pseudomonas aeruginosa) | purified IMP-1, nitrocefin hydrolysis, epi-absorbance fluorescence | inhibition, % at 5.6 µM | hit rate 0.45% among 290,000;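 active = inhibition above the mean plus 3 SD of all compounds in the same screening run, cut at about 4.5% in these data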;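 note: 0% = IMP-1 with DMSO and 100% = DMSO wells lacking enzyme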
#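 System – purified recombinant IMP-1 beta-lactamase · Input – IMP-1 dispensed at 0.2 nM · Timing – 15 min preincubation plus 25 min reaction at 25 °C · Signal – Epi-absorbance fluorescence, 480 nm excitation, 530 nm emission · Measure – percent IMP-1 inhibition derived from blank-referenced optical density · Controls – Enzyme-plus-DMSO low control, enzyme-free DMSO high control · Replication – singlicate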
# M18AAP inhibitor: PfM18AAP inhibitors, malaria aminopeptidase, primary screen, biochemical, QFRET, recombinant enzyme; M18 aspartyl aminopeptidase (Plasmodium falciparum 3D7); inhibition, % at 7.35 µM; AID 1822, 2009; hit rate 1.2% among 290,000; H-Glu-NHMec fluorogenic cleavage;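 active = inhibition above the campaign mean inhibition over all tested compounds plus 3 SD, cut at about 28% in these data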;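 note: 0% = plate median of test compound wells and 100% = 2 mM ZnCl2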
# Numbers without * were called inactive; . = not tested or not shown.
SMILES,IDE cell activ,VIM-2 inh,GPR7 antag,NALP1 inh,p-CIP stab down,PHOSPHO1 block,IDE inh,IMP-1 inh,M18AAP inhibitor
NNC(=O)CCCCCCCCCCOCCCCO,6,-2.1,-1,-1,0,0,8,-0.2,16
COc1cccc(C(=O)Nc2cc(C)ccc2NC(=O)COc2ccccc2)c1,-2,0.9,-7,5,-3,18,3,-0.9,7
CCCN(CC(=O)Nc1ccc(Cl)cc1Cl)C(=O)CC(NC(C)=O)c1ccccc1 (stereo not drawn),6,-3.2,-7,1,1,4,.,-2.5,2
Cc1ccc(C(C)C)c(OCc2nn(CC(=O)c3ccc(Cl)cc3)c3[n+]2CCCCC3)c1,4,-0.1,38*,22,5,49,-14,-0.1,-11
CN(Cc1ccc(F)cc1)C(=O)COc1ccccc1-c1ccccc1,1,-1.9,-10,42,-8,-16,1,-6.4,-4
O=C(NCCCN1CCOCC1)c1sc2cc(F)ccc2c1Cl,4,-5.1,2,17,2,28,1,-4.0,-6
COc1ccc(CCNC(=O)CN(Cc2ccc(Cl)cc2)S(C)(=O)=O)cc1OC,-1,-1.2,4,28*,-15,19,-6,-1.8,-4
Cc1ccc(/C=C(/C#N)c2nc(CCN3C(=O)c4ccccc4C3=O)cs2)cc1,5,-1.0,15,0,-8,33,0,-3.0,3
CC(=O)N1CCCc2cc(S(=O)(=O)NCc3ccc(C)cc3)ccc21,7,-3.3,-5,35,1,-3,4,-2.1,1
COc1ccc(CNc2nc(-c3cccnc3)nn2C(=O)c2ccco2)cc1,2,-0.1,-22,-12,-11,-36,2,-3.6,-3
CN1C(=O)c2cccc3c(N(C)C)ccc(c23)C1=O,-45,9.8*,13,-2,-618,14,46*,1.1,4
O=C(Nc1ccccc1)O/N=C/c1ccccc1Cl,0,-4.2,-13,-10,-10,14,0,0.1,-4
Cc1ccc(NC(=O)COC(=O)Cc2cccs2)c(Br)c1,5,0.2,-4,17,4,19,2,-0.6,-14
CCOC(=O)c1c(NC(C)=O)sc2c1CCC(C=NCCCN(CC)CC)=C2Sc1ccccc1,5,-0.6,-6,.,.,.,-3,3.7,24
COC(=O)c1c(NC(NC(=O)C(C)C)C(Cl)(Cl)Cl)sc2c1CCCC2 (stereo not drawn),-1,-1.1,-21,13,-1,1,0,-3.6,11
Cn1c(=O)c2c(nc(NCc3cccnc3)n2Cc2ccc(Cl)cc2)n(C)c1=O,-6,-2.0,8,7,-11,-29,9,-1.6,4
N/C(=N\NC(=O)Nc1ccc(Cl)cc1)c1ccccn1,4,-4.0,-1,0,-3,-23,3,-2.3,18
COCCCNC(=O)CCc1nc(-c2ccccc2Cl)no1,3,1.1,8,.,13,3,11,0.1,-8
Cc1c(S(=O)(=O)N2CCN(c3ccc(F)cc3)CC2)c(=O)n(C)c(=O)n1C,0,0.9,3,21,-13,23,-4,0.9,-17
CC(=O)Nc1ccc(NC(=O)CCN2C(=O)c3ccccc3C2=O)cc1,0,0.6,10,44*,4,19,3,0.6,-5

# Compound profiles (already shown). Screens in order: IDE cell activ | VIM-2 inh | GPR7 antag | NALP1 inh | p-CIP stab down | PHOSPHO1 block | IDE inh | IMP-1 inh | M18AAP inhibitor
# Cn1c(=O)c2c(nc(NCc3cccnc3)n2Cc2ccc(Cl)cc2)n(C)c1=O is listed as -6 | -2.0 | 8 | 7 | -11 | -29 | 9 | -1.6 | 4
# COc1ccc(CCNC(=O)CN(Cc2ccc(Cl)cc2)S(C)(=O)=O)cc1OC is listed as -1 | -1.2 | 4 | 28* | -15 | 19 | -6 | -1.8 | -4
# COCCCNC(=O)CCc1nc(-c2ccccc2Cl)no1 is listed as 3 | 1.1 | 8 | . | 13 | 3 | 11 | 0.1 | -8

# Next records follow:
SMILES,IDE cell activ,VIM-2 inh,GPR7 antag,NALP1 inh,p-CIP stab down,PHOSPHO1 block,IDE inh,IMP-1 inh,M18AAP inhibitor
CCOC(=O)c1cc(NC(=O)Nc2ccccn2)c(C)nc1C,2,-0.9,-3,19,0,-2,3,-1.7,0
COC(=O)c1cc(-c2ccc(C)o2)nc2ccccc12,-20,-0.1,-6,13,-8,-9,-1,-0.2,0
O=C(Nc1ccnn1C1CCN(Cc2ccn[nH]2)CC1)c1ccccc1,1,-3.3,-15,0,-8,28,8,-2.1,0
COc1cc(C=O)ccc1OCCSc1ccc(Cl)cc1,-4,-1.1,-11,6,-2,4,7,-1.2,0
Cc1cc(C)c2cc(C(=O)N3CCC(N4CCCCC4)CC3)[nH]c2c1,0,-1.3,-12,10,-9,29,2,-2.5,6
COC(=O)c1ccc(Cn2cnc3ccccc3c2=O)cc1,8,-1.7,11,22,1,-3,3,-2.0,0
O=C(NC1CCCCC1)C12CC3CC(C1)CC(n1cncn1)(C3)C2,2,-0.6,-2,4,10,-2,-9,-2.2,0
COc1ccccc1S(=O)(=O)c1ccccc1[N+](=O)[O-],-2,-1.0,9,20,-4,-15,4,-2.3,4
O=c1[nH]cnc2scc(-c3ccc(Br)cc3)c12,0,3.5,-16,0,-2,6,3,-2.1,-17
CC1CCN(C(=O)CN2C(=O)COc3ccc(Cl)cc32)CC1,3,-2.1,3,17,-5,31,1,-2.1,2
CC(C)c1ccc(CNC(=O)C(=O)NCCCn2ccnc2)cc1,0,-1.1,-8,0,5,-5,-1,30*,1
Cc1cccc(NC(=O)/C=C/c2cccs2)n1,2,1.0,-2,-7,-15,-34,6,0.1,11
COc1ccc(OC)c(S(=O)(=O)Nc2ccc3oc(C)c(C(C)=O)c3c2)c1,-1,0.0,1,15,0,23,7,-3.0,-1
COc1ccc(C(=O)NNc2ccccc2)cc1,1,-1.8,2,34,2,1,-2,-1.1,11
NC(N)=N/N=C/c1ccc(OCc2ccccc2)c(OCc2ccccc2)c1,8,-1.7,-3,24,-12,4,-9,-0.4,-8
CCC(C)(C(=O)NC1CCCC1)N(C(=O)c1cnccn1)c1ccccc1 (stereo not drawn),-2,-1.7,-15,19,-22,2,4,-3.5,5
Nc1n[nH]c(CCCO)n1,3,-1.5,3,14,-5,3,1,-2.7,1
COC(=O)CN1C(=S)N(Cc2ccccc2)C(=O)C1CC(=O)Nc1ccc(OC)cc1 (stereo not drawn),4,-4.7,7,10,-16,3,5,-4.0,-2
CC(C)(C)OC(=O)NCCCCCc1nnc(SCc2ccc(F)cc2)o1,.,1.7,5,32,-10,12,-3,-0.6,-13
CCc1nc(SCC(=O)N2c3ccccc3CC2C)c2c(C)c(C)sc2n1 (stereo not drawn),3,-6.0,-7,19,3,58,-8,-1.5,3

# Of the compounds above, these contain an NH in an aromatic ring.
SMILES,IDE cell activ,VIM-2 inh,GPR7 antag,NALP1 inh,p-CIP stab down,PHOSPHO1 block,IDE inh,IMP-1 inh,M18AAP inhibitor
O=C(Nc1ccnn1C1CCN(Cc2ccn[nH]2)CC1)c1ccccc1,1,-3.3,-15,0,-8,28,8,-2.1,0
Cc1cc(C)c2cc(C(=O)N3CCC(N4CCCCC4)CC3)[nH]c2c1,0,-1.3,-12,10,-9,29,2,-2.5,6
O=c1[nH]cnc2scc(-c3ccc(Br)cc3)c12,0,3.5,-16,0,-2,6,3,-2.1,-17
Nc1n[nH]c(CCCO)n1,3,-1.5,3,14,-5,3,1,-2.7,1

# Next compounds.
SMILES,IDE cell activ,VIM-2 inh,GPR7 antag,NALP1 inh,p-CIP stab down,PHOSPHO1 block,IDE inh,IMP-1 inh,M18AAP inhibitor
CN(C)CCNC(=O)Cn1nc(C(F)F)cc1C1CC1,7,-0.6,-7,8,6,-8,-4,-1.6,-10
COc1ccc(C)cc1NC(=O)CCN1CCN(C/C=C/c2ccccc2)CC1,5,-1.0,-17,28,11,3,2,-3.4,-1
Cc1ccc(N(CC(=O)Nc2cccc(C)c2)S(=O)(=O)c2cccc3nonc23)cc1,3,0.2,-19,-6,-9,23,7,-1.3,14
CC(C)C(=O)c1cn(CC(=O)NCc2ccc3c(c2)OCO3)c2ccccc12,2,-3.2,-5,4,-2,-6,5,-7.0,1
COC(=O)c1ccc(OC)c(OC2CCCC2)c1,-2,-2.3,-16,-12,1,47,-1,-2.5,2
COc1cc(C)ccc1OCCCOc1ccccc1Cl,5,-1.3,-11,2,-5,39,2,-2.7,-10
N#C/C(=C(/O)CSc1ccccn1)c1nc2ccccc2s1,-1,-0.1,9,2,-12,-102,30*,-2.4,16
O=C(Nc1nnc(CC(=O)N2CCOCC2)s1)c1cccs1,-6,-0.9,-2,-11,1,7,-5,-0.8,10
CCN(c1ccccc1)S(=O)(=O)c1cc2c(cc1C)N(C)CCO2,3,-1.1,-11,31,-3,-9,6,-3.8,15
O=C(O)C(Cc1ccccc1)N1C(=O)/C(=C/C=C/c2ccco2)SC1=S (stereo not drawn),-12,5.2,0,3,-4,17,.,2.3,13
CC(NC(=O)C1CCN(S(=O)(=O)N2CCC3(CC2)OCCO3)CC1)c1ccccc1 (stereo not drawn),-3,-2.7,3,37,-2,4,10,-4.0,-10
C[C@@H]1CN(Cc2cn(C)nc2-c2cccc(Cl)c2)C[C@H](C)O1,4,-0.5,-2,6,-5,45,3,-2.8,-5
OC1CCN(Cc2ccc(OCc3ccccc3)cc2)CC1,3,1.2,-4,19,-15,14,3,-2.0,-1
C=CCOc1ccc(Br)cc1CNCC,-2,-1.6,0,8,-10,18,7,-2.3,-15
COc1ccc(/C=N/Nc2nc(-c3cccnc3)nc3ccccc23)c(OC)c1,2,-4.2,-16,-13,-9,27,-3,-2.0,4
CCn1c(=S)sc2c(=O)n(CC(=O)NCCCc3ccccc3)c(C)nc21,3,-5.2,2,28,-4,20,-3,12*,-4
COc1cc(NC(=O)NS(=O)(=O)c2ccc(C)cc2)cc(OC)c1,0,-2.0,-5,32,-21,2,1,-3.1,2
CCOc1ccc(/C(O)=C/C(=O)C(=O)Nc2ccc(S(=O)(=O)NC(C)=O)cc2)cc1,4,-1.3,-1,24,7,11,5,-3.2,-4
Cc1cccc(N(CC(=O)NC2CCCC2)C(=O)CCC(=O)Nc2ccccn2)c1,4,-1.7,-20,4,-19,35,6,-3.2,6
O=C(NCCCn1ccnc1)C1CCCN(S(=O)(=O)c2cc(Cl)ccc2Cl)C1 (stereo not drawn),2,-4.9,-5,-4,6,4,1,-1.1,-7

# Bioassay records: PubChem, several laboratories
